GSK3B inh = inhibitors of human GSK3beta kinase; actives 0.038% (n = 300,000); AID 2097; activity score (negative = inhibition), % at 10 µM; GST-GSK3beta kinase, ADP-Glo luminescence, 60 min; active compounds read low; P49841;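 active = more than half of replicate wells score below -50%, meaning over 50% inhibition versus plate controls; inconclusive = some replicates but at most half score below -50%; inactive = no replicate scores below -50%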;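 note: 0% = median DMSO wells and -100% = median GW8510 positive control wells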
Target sequence (P49841 whole entry, looked up): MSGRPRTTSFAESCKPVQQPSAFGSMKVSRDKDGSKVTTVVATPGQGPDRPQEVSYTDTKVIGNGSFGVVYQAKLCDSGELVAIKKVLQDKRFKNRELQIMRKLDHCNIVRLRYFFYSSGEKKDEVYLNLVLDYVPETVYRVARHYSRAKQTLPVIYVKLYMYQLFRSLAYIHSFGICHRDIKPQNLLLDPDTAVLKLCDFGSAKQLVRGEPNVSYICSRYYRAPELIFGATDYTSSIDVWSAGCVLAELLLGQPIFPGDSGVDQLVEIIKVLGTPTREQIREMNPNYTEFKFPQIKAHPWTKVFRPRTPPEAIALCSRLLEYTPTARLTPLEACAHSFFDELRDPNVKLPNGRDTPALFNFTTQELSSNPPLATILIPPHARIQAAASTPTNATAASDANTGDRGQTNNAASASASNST
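Test system – GST-tagged human GSK3beta kinase, cell-free · Incubation – 60 min enzyme reaction, room temperature · Signal – ADP-Glo luminescence · Also added – peptide substrate and ATP at 25 µM · Controls – DMSO neutral wells and GW8510 at 20 µM as positive · Buffer or medium – Tris/MgCl2 kinase buffer · Measure – Luminescence-derived activity versus plate DMSO and GW8510 wells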
KLF5 inhibitor = kruppel-like factor 5 inhibition. DLD-1 KLF5 promoter-luciferase reporter, luminescence. inhibition, % at 5 µM. actives 0.23% (n = 290,000);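 active = inhibition above a per-plate limit of that plate's mean compound inhibition plus 3 SD, cut at about 60% in these data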;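 note: 0% = DMSO wells and 100% = LY294002 at 200 µM; higher means less KLF5 promoter-driven luciferase light; inactives centre near -14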
HSP90 refold inh = blocks HSP90-mediated luciferase refolding in reticulocyte lysate. AID 1789. Rabbit reticulocyte lysate, luciferase refolding luminescence, 3 h. actives 0.91% (n = 290,000). inhibition, % at 5.6 µM;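 active = inhibition above the screen-wide mean plus 3 SD, computed separately per campaign, cut at about 16% in these data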;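 note: 0% = DMSO wells and 100% = 60 µM geldanamycin wells; inhibitors lower the luminescence because luciferase stays unfolded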
AI-2 QS modul = modulates the Vibrio harveyi AI-2 quorum sensing system; Vibrio harveyi JMH597 AI-2 luminescence/OD600 ratio, 9 h; active compounds read low; strain lacks LuxN and CqsS sensors; 0 = neutral-control median; activity change, % at 7.5 µM; actives 0.4% (n = 300,000); AID 2094; in the data active = activity change below about -75%, passing the limit was not always enough; inconclusive = no clear call, values can overlap the other calls;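 note: luminescence divided by OD600 gain over 9 h not by final OD600 alone; inactives centre near 13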
IEC-6 cytotox = IEC-6 cytotoxicity, counter-screen for KLF5 inhibitors | AID 1825 | luminescence viability | inhibition, % at 5 µM | actives 0.78% (n = 290,000); in the data active = inhibition above about 22%;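 note: 0% = plate median of test compound wells and 100% = cytotoxic reference compound wells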
GSK3A inh = human GSK-3 alpha kinase inhibition; ADP-Glo luminescence, 60 min; P49840; inhibition, % at 10 µM; actives 0.1% (n = 320,000); AID 2650;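 in the data active = inhibition above about 50%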;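 note: GST-tagged GSK-3 alpha with peptide substrate and 25 µM ATP; 0% = DMSO neutral wells and 100% = GW8510 positive control wells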
Target sequence (P49840 whole entry, looked up): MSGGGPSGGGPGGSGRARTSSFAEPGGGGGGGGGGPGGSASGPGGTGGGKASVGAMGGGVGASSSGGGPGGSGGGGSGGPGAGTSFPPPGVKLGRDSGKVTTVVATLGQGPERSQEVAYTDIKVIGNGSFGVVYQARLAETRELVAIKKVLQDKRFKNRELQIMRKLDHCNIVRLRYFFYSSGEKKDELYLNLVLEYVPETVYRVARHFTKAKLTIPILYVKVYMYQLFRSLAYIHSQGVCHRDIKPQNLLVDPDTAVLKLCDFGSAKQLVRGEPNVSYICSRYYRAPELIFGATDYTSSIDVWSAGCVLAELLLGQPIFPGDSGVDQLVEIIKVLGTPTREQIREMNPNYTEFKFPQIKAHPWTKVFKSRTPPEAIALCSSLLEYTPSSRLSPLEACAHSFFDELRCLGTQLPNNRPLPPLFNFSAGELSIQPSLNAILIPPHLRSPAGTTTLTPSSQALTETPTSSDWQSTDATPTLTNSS
HSF-1 act = increases HSF-1 driven luciferase reporter signal. actives 1.7% (n = 300,000). activation, % at 9 µM. NIH3T3-HGL HSF-1 luciferase reporter, MG132, 8 h; 100% = twice DMSO control signal;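 active = mean replicate activation of at least 50% with a set share of replicates each reaching 50%; inconclusive = only one of those two conditions met; inactive = mean below 50% and too few replicates reaching it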;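 note: 0% = median of the neutral control wells and 100% = twice that signal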
aSyn UTR inh = 5' untranslated region of α-synuclein, MLPCN primary screen | alpha-synuclein 5'UTR reporter, inhibitor activity | inhibition, % (tested at 7.5 µM) | actives 0.82% (n = 300,000) | AID 1813; in the data active = inhibition above about 60%; inconclusive = no clear call, values can overlap the other calls;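 note: H4 neuroglioblastoma cells stably carrying SNCA 5'UTR luciferase fusion; 0% = DMSO wells and 100% = positive control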
HIF activator = HIF pathway transcriptional activation; U2OS HRE-luciferase reporter, luminescence; normalized: DMSO 0%, desferrioxamine 100%; activation, % at 7.5 µM (by protocol); actives 0.32% (n = 300,000); AID 1910;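 active = mean activation of at least 10% of the iron chelator positive control signal, with at least half of replicates also reaching 10%; inconclusive = mean and replicate majority disagree about reaching 10%; inactive = mean and most replicates under 10%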
HSF1 inhib = HSF1 inhibition. actives 0.77% (n = 300,000). activity change, negative = inhibition, % at 7.5 µM (by protocol). NIH3T3-HGL HSE-luciferase, MG132-induced, luminescence 8 h; active compounds read low;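 active = more than half of replicate wells show activity change below -50%, luminescence cut by over half; inconclusive = some wells, but at most half, below -50%; inactive = no replicate well below -50%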;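 note: luciferase reports HSF-1 transcriptional activity via heat shock element; 0% = median of DMSO wells and -100% = zero luminescence signal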
An asterisk follows results filed as active; ? = inconclusive; / = not tested or not shown.

Values run as follows: GSK3B inh	KLF5 inhibitor	HSP90 refold inh	AI-2 QS modul	IEC-6 cytotox	GSK3A inh	HSF-1 act	aSyn UTR inh	HIF activator	HSF1 inhib
CCOc1ccc(-n2c(=S)sc3c(=O)[nH]c(SCC(=O)NC(C)CC)nc32)cc1 (stereo not drawn)
    0	-30	0	26	1	-1	72*	4	-0.7	42
C/C(=N\N1CCN(c2ccc(Cl)cc2)CC1)c1cccs1
    3	-13	-3	39	1	2	1	0	0.1	-10
CCOc1ccc(NC(=O)CCN2C(=S)NC(C)(C)CC2C)cc1 (stereo not drawn)
    -1	-27	-1	11	-1	4	8	23	0.2	6
Cc1cc(N2CCN(C)CC2)nc2ccc(NC(=O)c3ccccc3F)cc12
    2	-74	3	33	14	-1	16	-123	4.5	8
O=C(Nc1ccc2c(c1)OCO2)c1cc(-c2ccncc2)nc2ccccc12
    3	9	2	34	-3	/	24	-28	1.1	9
CCOc1ncccc1C(=O)OCC(=O)Nc1cc(S(=O)(=O)N2CCOCC2)ccc1Cl
    -3	-12	6	10	-2	2	-8	3	-0.4	-1
c1ccc(OCCCc2nc(-c3cccnc3)no2)cc1
    3	-11	1	-93*	-1	-9	3	-6	0.0	-1
COc1cccc(/C=C2\N=C3CCCCCN3C2=O)c1
    3	-29	1	-2	2	0	23	5	0.3	6
Cc1cccnc1NC(=O)c1csnn1
    0	-14	2	11	-2	-1	-5	-1	-0.4	-2
Cc1cccc(-n2c(Cc3cc(=O)[nH]c(=O)[nH]3)nnc2SCC(=O)Nc2cccc(C(F)(F)F)c2)c1
    -1	-18	2	23	12	1	10	-7	-0.1	4
COCCN1CCn2c(nc3cc(NS(C)(=O)=O)ccc32)C1
    2	-12	4	17	-2	-4	-6	-9	0.4	1
O=C(CN1CCCCCC1)Nc1ccc(S(=O)(=O)N2CCCCC2)cc1
    -4	-14	-1	10	3	-1	33	0	-0.6	11
CC(=O)OCCCN1C(=O)c2cccc3cc(Br)cc(c23)C1=O
    0	-3	0	28	6	-3	-22	14	-0.8	0
COc1cc(SC)ccc1C(=O)Nc1cccc(C2OCCCO2)c1
    2	-75	-2	13	5	-2	-1	-2	0.4	0
Cc1cc(C)n(-c2ccn(Cc3ccc(Cl)cc3Cl)c(=O)n2)n1
    1	-4	2	0	0	0	-5	8	-0.1	-3
CC(C)C(=O)Nc1cccc(-c2nc3ccccc3c(=O)o2)c1
    -3	5	0	21	4	-1	-4	-1	0.1	1
NC(=O)COC(=O)c1ccccc1Oc1ccccc1
    2	10	0	10	0	0	-58	19	0.2	?
O=C(c1ccc(O)cc1)c1ccc(C(=O)O)c(C(=O)O)c1
    2	-35	5	17	-6	1	-75	10	-0.1	-68*
CC(C)CNS(=O)(=O)c1ccc(CCC(=O)N2CCN(Cc3ccc4c(c3)OCO4)CC2)cc1
    -4	-9	-1	21	3	-1	9	1	-2.8	1
CCOc1ccc(-c2cn3ccccc3n2)cc1[N+](=O)[O-]
    0	-141	3	22	8	0	55*	-160	1.1	24
COc1ccc2cnnc(SCC(=O)Nc3ccccc3)c2c1OC
    4	-5	-3	5	-3	0	0	18	-0.2	-5
O=C(COc1ccc2ccccc2c1)NNC(=O)c1ccc([N+](=O)[O-])cc1
    0	-2	0	18	-5	-1	/	-15	-0.3	/
CCOC(=O)c1c(-c2cccs2)csc1NC(=O)c1ccncc1
    -1	9	-2	21	-2	-2	10	3	0.3	13
O=C(NC1(C(F)(F)F)N=C2SCCN2C1=O)c1ccccc1 (stereo not drawn)
    0	-8	5	26	-3	-2	-2	-9	0.0	6
COc1ccccc1OCCSc1nnc(CNC(=O)c2ccco2)n1C
    2	5	-3	19	0	-1	11	10	-0.1	-6
C=CCNC(=S)NNC(=O)c1ccc(OCC(C)C)cc1
    0	-35	0	5	-4	/	3	10	0.9	1
CCOc1ccc(CNC(=S)N/N=C/c2ccc(OC)c(OC)c2)cc1
    0	0	1	19	1	/	18	16	-0.3	6
CCCc1cc(O)c2c(C)cc(=O)oc2c1
    2	-37	-3	21	-10	3	0	11	/	4
Cc1ccccc1-c1noc(C23CC4CC(CC(C4)C2)C3)n1
    1	-5	-2	35	11	7	-8	-1	0.1	5
COC(=O)c1cc(S(=O)(=O)NCC2CCN(Cc3cccc(F)c3)CC2)c[nH]1
    4	3	-1	31	-2	/	7	4	/	0

3 of the entries above in order of their number in aSyn UTR inh, rising.
Molecule	GSK3B inh	KLF5 inhibitor	HSP90 refold inh	AI-2 QS modul	GSK3A inh	HSF-1 act	aSyn UTR inh	HSF1 inhib
CCOc1ccc(-c2cn3ccccc3n2)cc1[N+](=O)[O-]	0	-141	3	22	0	55*	-160	24
COc1ccccc1OCCSc1nnc(CNC(=O)c2ccco2)n1C	2	5	-3	19	-1	11	10	-6
COc1ccc2cnnc(SCC(=O)Nc3ccccc3)c2c1OC	4	-5	-3	5	0	0	18	-5

Carrying on:
Values run as follows: GSK3B inh	KLF5 inhibitor	HSP90 refold inh	AI-2 QS modul	IEC-6 cytotox	GSK3A inh	HSF-1 act	aSyn UTR inh	HIF activator	HSF1 inhib
Cc1ccc(C(=O)NC(=S)Nc2ccccc2C(F)(F)F)cc1
    -1	-5	1	-87*	-3	9	-5	-54	1.0	-11
N#Cc1cccc(NC(=O)CSc2n[nH]c(=O)[nH]c2=O)c1
    1	-31	-2	5	-13	-2	3	-5	-0.3	-1
CSc1ncccc1C(=O)OCC(=O)Nc1ccc(S(=O)(=O)N2CCCC2)cc1
    0	-6	-3	-92*	3	-1	-6	29	-0.2	0
CCCCOC(=O)c1cccc(NC(=O)CC)c1
    -5	-73	-1	-8	-8	-2	9	-2	0.6	-2
CCOCC(=O)Nc1ncc(S(=O)(=O)c2ccc([N+](=O)[O-])cc2)s1
    2	-28	1	53	-2	-2	-38	-35	0.3	-23
Cc1nc2ccc(S(=O)(=O)NC(C(=O)NCc3ccco3)C(C)C)cc2s1 (stereo not drawn)
    -1	-13	-10	22	2	-2	7	3	/	2
COc1ccc(C)cc1NC(=O)C1CCN(S(=O)(=O)c2ccc3c(c2)C(C)(C)C(=O)N3C)CC1
    -6	-3	3	3	9	-1	13	0	0.1	0
CCCCN(Cc1cc2ccccc2[nH]c1=O)C(=O)c1ccccn1
    -2	-26	-1	23	-6	4	3	-6	-0.2	0
Cc1ccc(N2C(=O)C3C4C=CC(CNC(=S)Nc5cccc(Cl)c5)(O4)C3C2=O)cc1 (stereo not drawn)
    2	13	1	6	-2	9	12	14	-0.2	13
CCCc1ccc(OCC(O)CN2CCN(c3ccccc3)CC2)cc1 (stereo not drawn)
    2	-13	-1	5	7	1	-4	0	-1.9	1
Cc1ccc(NC(=O)COC(=O)c2cc(Cl)ccc2[N+](=O)[O-])cc1
    -2	-27	-1	-92*	-3	-2	5	7	-0.5	-16
CCC(=O)Nc1ccc2nc(C)n(Cc3ccccc3Cl)c(=O)c2c1
    -2	-2	7	-22	4	-1	4	11	1.1	0
CC(=O)Nc1cccc(C(=O)/C=C/c2ccc(C)cc2)c1
    0	-22	13	3	3	-1	-59	-123	3.1	-47
CCOc1ccc(NC(=O)COc2ccc(OC)cc2)cc1
    3	-6	4	11	9	-4	0	13	-0.3	-1
COc1ccccc1CNC(=O)CCCn1c(=O)c2ccccc2n(CC(=O)NC2CCCC2)c1=O
    -2	28	1	0	-1	-1	3	-2	0.3	-11

Complete entries from above. Screens in order: GSK3B inh	KLF5 inhibitor	HSP90 refold inh	AI-2 QS modul	IEC-6 cytotox	GSK3A inh	HSF-1 act	aSyn UTR inh	HIF activator	HSF1 inhib
CCCCN(Cc1cc2ccccc2[nH]c1=O)C(=O)c1ccccn1 across the screens: -2	-26	-1	23	-6	4	3	-6	-0.2	0
COc1ccccc1CNC(=O)CCCn1c(=O)c2ccccc2n(CC(=O)NC2CCCC2)c1=O across the screens: -2	28	1	0	-1	-1	3	-2	0.3	-11
Cc1nc2ccc(S(=O)(=O)NC(C(=O)NCc3ccco3)C(C)C)cc2s1 (stereo not drawn) across the screens: -1	-13	-10	22	2	-2	7	3	/	2

(more compounds)
Values run as follows: GSK3B inh	KLF5 inhibitor	HSP90 refold inh	AI-2 QS modul	IEC-6 cytotox	GSK3A inh	HSF-1 act	aSyn UTR inh	HIF activator	HSF1 inhib
S=C(Nc1ccc(Nc2ccccc2)cc1)NN1CCOCC1
    -1	-19	-5	-11	-10	-11	-56	-99	3.4	?
Cc1cc(/C=C(\C#N)C(=O)NCc2ccco2)c(C)n1-c1ccc(C(=O)O)cc1
    2	-7	2	24	-2	-2	2	-12	-0.1	3
Cc1ccc(CN(C)C(=O)c2ccc3c(c2)NC(=O)CS3)o1
    -1	-16	0	17	-3	0	14	-10	-0.9	3
Cc1ccc(CCNC(=O)CS(=O)Cc2nc(-c3cccs3)oc2C)cc1 (stereo not drawn)
    -5	-11	1	12	3	1	7	18	-0.5	7
CCCn1c(C(C)Nc2nc(-c3ccc(Cl)c([N+](=O)[O-])c3)cs2)nc2ccccc21 (stereo not drawn)
    -2	-27	-3	2	-4	-5	-3	1	1.4	2
CSCCC(NS(=O)(=O)c1cccs1)C(=O)NCc1ccc(C)cc1 (stereo not drawn)
    3	11	5	19	6	2	-17	-13	0.0	-7

Source: PubChem BioAssay
